NR2E3 ag-1 = activates human photoreceptor nuclear receptor NR2E3; Q9Y5X4; GST-NR2E3/biotin-RetCOR TR-FRET, 1536-well; inhibition of corepressor binding, % at 4.78 µM; 320,000 compounds, 0.12% hits; AID 2300;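 active = percent inhibition above the cutoff of mean plus 3 SD of all tested compounds, set per screening campaign, cut at about 20% in these data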;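 also: 0% = DMSO wells and 100% = biotin wells as full block of FRET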
Target sequence (Q9Y5X4 whole entry, looked up): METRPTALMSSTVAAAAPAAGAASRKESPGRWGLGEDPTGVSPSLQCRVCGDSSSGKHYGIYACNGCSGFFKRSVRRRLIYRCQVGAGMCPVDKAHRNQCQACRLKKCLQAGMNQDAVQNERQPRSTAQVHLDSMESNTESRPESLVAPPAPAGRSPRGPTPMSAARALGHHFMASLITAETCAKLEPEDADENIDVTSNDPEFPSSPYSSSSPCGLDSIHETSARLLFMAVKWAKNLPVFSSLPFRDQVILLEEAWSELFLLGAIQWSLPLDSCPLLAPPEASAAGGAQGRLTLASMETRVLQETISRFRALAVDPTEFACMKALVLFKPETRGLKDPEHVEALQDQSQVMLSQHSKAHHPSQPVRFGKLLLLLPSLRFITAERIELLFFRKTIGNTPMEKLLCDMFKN
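System: GST-tagged NR2E3 plus biotinylated RetCOR corepressor; Amount: 1.35 nM GST-tagged NR2E3 final; Dosing: single nominal compound dose of 4.8 µM; Schedule: 5 h incubation at 4 °C; Technique: TR-FRET with europium anti-GST and streptavidin-D2, 340 nm excitation; Controls: biotin wells as high control, 0.6% DMSO wells as low control.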
Shn3 3UTR inh = inhibitors of Schnurri-3 3'UTR reporter in osteoblasts. AID 588674. 360,000 compounds, 0.52% hits. inhibition, % at 12.5 µM. Clone20 osteoblast Shn3 3'UTR firefly luciferase, 24 h;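 active = mean inhibition of at least 75% with every replicate also reaching 75%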;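 also: 0% = median of neutral control wells and 100% = pilot-screen positive control compound; some compounds past the cut are filed as inactive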
MITF TRPM1 inh = MITF TRPM1 promoter inhibition in SK-MEL-5 cells | inhibition, % at 12.5 µM | 330,000 compounds, 0.83% hits | SK-MEL-5 TRPM1 promoter luciferase, 24 h;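 active = mean inhibition across replicates of 60% or more, whatever share of single replicates reaches that level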; also: values of inactives mirror those of a sister screen read the other way
NR2E3 ag-2 = activates human NR2E3 receptor. Q9Y5X4. CHO-S Gal4-NCOR/VP16-NR2E3 two-hybrid, luciferase. inhibition of corepressor binding, % at 3.98 µM. 360,000 compounds, 0.35% hits. AID 602229;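 active = inhibition above the mean of all tested compounds plus 3 SD, cut at about 70% in these data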;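 also: 0% = DMSO with NR2E3 transfected cells and 100% = cells lacking NR2E3 construct; higher means lower luciferase signal from less NR2E3 corepressor binding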
Peg3 prom inh = Peg3 promoter activity inhibition; 360,000 compounds, 1.7% hits; inhibition, % at 20 µM; HeLa PEG-Prom luciferase reporter, luminescence, overnight; AID 588405;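 active = inhibition of at least 50% at 20 µM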
PDI turbidity = inhibitors of human protein disulfide isomerase. AID 588391. PDI insulin aggregation turbidity, A650, 90 min. 350,000 compounds, 0.052% hits. inhibition, % at 10 µM. P07237;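 active = mean inhibition across replicates of 30% or more, whatever share of single replicates reach that level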;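 also: absorbance from insulin aggregation driven by PDI reduction with DTT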
Target sequence (P07237 whole entry, looked up): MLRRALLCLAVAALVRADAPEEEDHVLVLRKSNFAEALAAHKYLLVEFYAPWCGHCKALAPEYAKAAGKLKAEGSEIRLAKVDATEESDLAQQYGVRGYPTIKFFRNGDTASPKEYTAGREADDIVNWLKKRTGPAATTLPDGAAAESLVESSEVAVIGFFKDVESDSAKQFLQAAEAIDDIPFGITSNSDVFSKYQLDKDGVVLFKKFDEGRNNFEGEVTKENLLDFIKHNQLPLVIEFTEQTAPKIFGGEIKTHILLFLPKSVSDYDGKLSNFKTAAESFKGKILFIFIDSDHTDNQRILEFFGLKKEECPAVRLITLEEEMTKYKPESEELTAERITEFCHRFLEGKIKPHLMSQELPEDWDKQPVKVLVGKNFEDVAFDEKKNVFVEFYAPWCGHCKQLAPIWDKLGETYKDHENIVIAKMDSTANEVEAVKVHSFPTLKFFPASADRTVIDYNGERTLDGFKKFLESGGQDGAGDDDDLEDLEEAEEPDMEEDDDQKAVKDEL
CaV13 FRET inh = Disruptors of the CACNA1D IQ motif to Ca2+-dependent inactivation inhibitor domain association, primary screening, Förster resonance energy transfer in intact living …. HEK cells, CFP/YFP FRET ICDI-IQ, plate reader, 10 min; percent FRET-ratio fall versus neutral wells. AID 743397. 340,000 compounds, 0.098% hits. inhibition, % at 12.3 µM;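 active = mean replicate inhibition of at least 30% and at least 1% of replicates passing that level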;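 also: 0% = median of the neutral control wells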
KKLEB tox = counter-screen for CF NF-kB inhibitors: cytotoxicity. 360,000 compounds, 0.36% hits. AID 602141. activity change (cytotoxicity), % at 5 µM. KKLEB CF airway cells viability, ATPlite luminescence, overnight; active compounds read low; cells stimulated with P. aeruginosa culture filtrate;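 active = corrected activity change at or below -50% at 5 µM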
CF NFkB inh = inhibitors of cystic fibrosis induced NF-kB; KKLEB NF-kB-GFP reporter, PAF-induced, GFP fluorescence overnight; inhibition, % at 5 µM; 360,000 compounds, 0.86% hits; AID 588850;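 active = at least 50% inhibition at 5 µM, scaled per plate between neutral and stimulator controls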;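 also: PAF is a Pseudomonas aeruginosa culture filtrate used as stimulus; plate controls were PAF-stimulated DMSO wells for no effect and unstimulated DMSO wells for full effect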
Vif inh = HIV Vif inhibition | HEK293T cells, Vif self-association by quenched fluorescence, imaging, 24 h | inhibition, % at 7.49 µM | 340,000 compounds, 0.35% hits; in the data active = inhibition above about 50%, passing the limit was not always enough; also: some results filed as inactive read as strong as hits
HIF-2a inh = inhibitors of HIF-2a | 786-0 RCC cells HIF-2a reporter, luciferase luminescence, overnight | inhibition, % at 18.8 µM | 360,000 compounds, 0.72% hits;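 active = inhibition of the luminescence signal of 40% or more relative to plate controls, in a single-dose primary screen at 18.75 µM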
* hit, by the source's call.

O=c1cc(-c2ccc(C(F)(F)F)cc2)oc2ccccc12 was read as Shn3 3UTR inh -20.5, MITF TRPM1 inh -11.3, NR2E3 ag-2 9.1, Peg3 prom inh -30.8, PDI turbidity -2.5, CaV13 FRET inh -9.5, KKLEB tox -12.0, CF NFkB inh 7.5, Vif inh -3.8 and HIF-2a inh -50.9.
`CC1CCc2c(sc3ncnc(SC(C)C(=O)NCC4CCCO4)c23)C1` (configuration not stated) gave NR2E3 ag-1 -0.4, Shn3 3UTR inh 8.3, MITF TRPM1 inh -4.3, NR2E3 ag-2 -1.3, Peg3 prom inh -1.3, PDI turbidity -3.5, CaV13 FRET inh -5.9, KKLEB tox -9.4, CF NFkB inh -0.5, Vif inh -5.4 and HIF-2a inh 6.1.
CCN(Cc1ccccc1)C(=O)CCCOc1ccccc1 was read as NR2E3 ag-1 1.4, Shn3 3UTR inh 8.4, MITF TRPM1 inh -78.9, NR2E3 ag-2 -54.7, Peg3 prom inh -164.6, PDI turbidity -2.6, CaV13 FRET inh -9.1, KKLEB tox 7.2, CF NFkB inh 4.1 and HIF-2a inh -190.2.
Cc1ccc(C2(c3noc(CN4C[C@@H](C)O[C@@H](C)C4)n3)CCCC2)cc1 was read as NR2E3 ag-1 -1.9, Shn3 3UTR inh 12.0, MITF TRPM1 inh 15.4, NR2E3 ag-2 3.3, Peg3 prom inh 18.7, PDI turbidity 14.2, CaV13 FRET inh -6.3, KKLEB tox 4.9, CF NFkB inh 4.5, Vif inh 1.5 and HIF-2a inh 8.8.
`CC(=O)C1=C(C)NC2=C(C(=O)c3ccccc32)C1c1ccccc1` (configuration not stated) gave NR2E3 ag-1 -4.1, Shn3 3UTR inh -10.8, MITF TRPM1 inh 7.5, NR2E3 ag-2 1.0, Peg3 prom inh 27.0, PDI turbidity 10.6, CaV13 FRET inh -0.2, KKLEB tox 4.6, CF NFkB inh 0.3, Vif inh 1.1 and HIF-2a inh 8.4.
Screening CCCCCSc1nnc2c(n1)OC(c1cccn1C)N(C(C)=O)c1ccccc1-2 (configuration not stated) returned NR2E3 ag-1 3.4, Shn3 3UTR inh 12.8, MITF TRPM1 inh -0.5, NR2E3 ag-2 -1.4, Peg3 prom inh 15.3, PDI turbidity 0.0, KKLEB tox -0.8, CF NFkB inh -0.2, Vif inh -9.5 and HIF-2a inh 18.6.
For CN(C)c1ccc(C(=S)N2CCCCC2)cc1 the results were NR2E3 ag-1 1.4, Shn3 3UTR inh -17.2, MITF TRPM1 inh -21.1, NR2E3 ag-2 4.6, Peg3 prom inh -50.5, PDI turbidity -9.3, CaV13 FRET inh -4.4, KKLEB tox -0.4, CF NFkB inh 20.8 and HIF-2a inh -68.1.
For COc1ccc(Cl)cc1NC(=O)CCN1C(=O)NC(C)(C)C1=O the results were Shn3 3UTR inh -0.3, MITF TRPM1 inh 3.3, NR2E3 ag-2 19.4, Peg3 prom inh 7.9, PDI turbidity -6.7, CaV13 FRET inh -5.7, KKLEB tox 11.7, CF NFkB inh -42.4, Vif inh -3.9 and HIF-2a inh -0.5.
Screening CCSc1nnc(NC(=O)[C@@H](NC(=O)c2cccc(C)c2)C(C)C)s1 returned NR2E3 ag-1 1.4, Shn3 3UTR inh -7.5, MITF TRPM1 inh -9.0, NR2E3 ag-2 -0.6, Peg3 prom inh 2.3, PDI turbidity -0.2, CaV13 FRET inh -3.3, KKLEB tox 12.0, CF NFkB inh 0.3, Vif inh 2.4 and HIF-2a inh 11.2.
For CCOC(=O)c1sc2nc(SC)nc(-c3ccccc3)c2c1N the results were NR2E3 ag-1 -1.0, Shn3 3UTR inh 0.5, MITF TRPM1 inh -15.2, NR2E3 ag-2 -46.5, Peg3 prom inh 3.6, PDI turbidity -2.0, CaV13 FRET inh -5.7, KKLEB tox 7.3, CF NFkB inh -8.0, Vif inh 8.1 and HIF-2a inh 6.2.
For Cc1nc2ccc([N+](=O)[O-])cc2c(=O)n1Cc1ccc(Cl)cc1 the results were NR2E3 ag-1 -3.9, Shn3 3UTR inh 8.3, MITF TRPM1 inh 16.5, NR2E3 ag-2 -35.9, Peg3 prom inh 18.8, PDI turbidity -2.5, CaV13 FRET inh -0.6, KKLEB tox 19.3, CF NFkB inh -3.9, Vif inh 1.9 and HIF-2a inh 21.0.
Screening CC[C@@]1(C(=O)OC)N[C@H](CN(C)C(=O)c2ccccc2)[C@@H]2C(=O)N(Cc3ccccc3)C(=O)[C@@H]21 returned Shn3 3UTR inh 45.0, MITF TRPM1 inh 1.3, NR2E3 ag-2 -14.1, Peg3 prom inh -1.0, PDI turbidity 17.2, CaV13 FRET inh -5.4, KKLEB tox 6.8, CF NFkB inh -33.1, Vif inh 3.8 and HIF-2a inh 7.5.
Screening O=C(O)C1CCCN(CCC=C(c2ccccc2)c2ccccc2)C1 (configuration not stated) returned NR2E3 ag-1 -3.4, Shn3 3UTR inh -2.2, MITF TRPM1 inh -8.1, NR2E3 ag-2 -6.3, Peg3 prom inh -0.6, PDI turbidity 4.6, CaV13 FRET inh -5.6, KKLEB tox -11.2, CF NFkB inh 9.2, Vif inh -5.4 and HIF-2a inh 3.5.
Screening CCC(=O)Nc1c2c(nn1-c1ccc(C)cc1)CS(=O)(=O)C2 returned NR2E3 ag-1 2.2, Shn3 3UTR inh 3.1, MITF TRPM1 inh 4.5, NR2E3 ag-2 -1.4, Peg3 prom inh -0.6, PDI turbidity -1.6, KKLEB tox 2.1, CF NFkB inh 4.6, Vif inh -6.4 and HIF-2a inh 14.5.
CC12CCC(C(=O)N3CCN(Cc4ccccc4)CC3)(OC1=O)C2(C)C (configuration not stated) was read as NR2E3 ag-1 1.8, Shn3 3UTR inh -1.0, MITF TRPM1 inh -0.3, NR2E3 ag-2 13.4, Peg3 prom inh -6.9, PDI turbidity -6.7, CaV13 FRET inh -8.2, KKLEB tox 11.3, CF NFkB inh -19.0, Vif inh 3.2 and HIF-2a inh -3.1.
For Cc1cc(C)c2nc(NC(=O)c3ccco3)sc2c1 the results were NR2E3 ag-1 0.9, Shn3 3UTR inh -40.9, MITF TRPM1 inh -24.0, NR2E3 ag-2 -137.7, Peg3 prom inh -298.9, PDI turbidity -1.5, CaV13 FRET inh -13.5, KKLEB tox 4.9, CF NFkB inh -24.0, Vif inh 13.9 and HIF-2a inh -78.8.
Cn1cccc1Cc1nnc(SCC(=O)N2CCCCCC2)n1CCc1ccccc1 was read as NR2E3 ag-1 4.0, Shn3 3UTR inh 10.4, MITF TRPM1 inh -2.8, NR2E3 ag-2 4.7, Peg3 prom inh 3.9, CaV13 FRET inh -3.1, KKLEB tox 1.7, CF NFkB inh 25.4, Vif inh -5.9 and HIF-2a inh 8.2.
Screening Cc1ccc(Oc2ccc(NC(=O)CSc3n[nH]c(N)n3)cc2)cc1 returned NR2E3 ag-1 -1.1, Shn3 3UTR inh -3.4, MITF TRPM1 inh -5.7, NR2E3 ag-2 25.6, Peg3 prom inh 6.2, PDI turbidity -10.3, CaV13 FRET inh -6.2, KKLEB tox -4.8, CF NFkB inh -5.5, Vif inh -1.1 and HIF-2a inh 6.8.
Screening C=CCOc1ccc(Br)cc1CNC(C)(C)CO returned NR2E3 ag-1 -4.1, Shn3 3UTR inh 22.8, MITF TRPM1 inh 4.3, NR2E3 ag-2 -6.6, Peg3 prom inh -4.3, PDI turbidity 9.7, CaV13 FRET inh -4.0, KKLEB tox 3.8, CF NFkB inh 5.6, Vif inh -2.6 and HIF-2a inh 8.0.
For O=C(CN1C(=O)NC2(CCCC2)C1=O)NC(c1ccccc1)c1ccccc1 the results were Shn3 3UTR inh 3.0, MITF TRPM1 inh 18.9, NR2E3 ag-2 1.6, Peg3 prom inh -19.1, PDI turbidity 4.4, CaV13 FRET inh -16.3, KKLEB tox 6.1, CF NFkB inh -23.0, Vif inh 21.9 and HIF-2a inh 4.0.
CN1CCN(C2=Cc3ccc(Cl)cc3Sc3ccc(F)cc32)CC1 was read as NR2E3 ag-1 -0.7, Shn3 3UTR inh 1.2, MITF TRPM1 inh -12.2, NR2E3 ag-2 -8.5, Peg3 prom inh 34.7, PDI turbidity -8.3, CaV13 FRET inh -3.1, KKLEB tox -13.9, CF NFkB inh 22.1, Vif inh -3.1 and HIF-2a inh 27.6.
`COc1ccc(C(C)=O)cc1CC(=O)Nc1ccc2c(c1)CCC2` gave NR2E3 ag-1 0.8, Shn3 3UTR inh 9.3, MITF TRPM1 inh 9.5, NR2E3 ag-2 -13.7, Peg3 prom inh -12.2, PDI turbidity -5.0, CaV13 FRET inh -5.0, KKLEB tox 21.4, CF NFkB inh -10.4, Vif inh 6.5 and HIF-2a inh -5.7.
Screening O=S(=O)(c1ccc(Cl)cc1)c1nc(-c2ccccc2F)oc1NCCN1CCOCC1 returned NR2E3 ag-1 3.0, Shn3 3UTR inh 0.2, MITF TRPM1 inh -23.1, NR2E3 ag-2 -43.6, Peg3 prom inh -0.5, PDI turbidity 25.6, KKLEB tox -9.0, CF NFkB inh 29.8, Vif inh -9.8 and HIF-2a inh -20.3.
For Cc1ccc2c(c1)sc1nc(=O)n(-c3ccc(Cl)c(Cl)c3)c(=O)n12 the results were NR2E3 ag-1 -1.4, Shn3 3UTR inh -10.6, MITF TRPM1 inh -12.1, NR2E3 ag-2 -14.2, Peg3 prom inh -34.2, PDI turbidity 0.9, CaV13 FRET inh -2.8, KKLEB tox 2.7, CF NFkB inh -10.9, Vif inh -3.3 and HIF-2a inh -5.8.
Screening O=C(NCc1ccco1)c1cnccn1 returned NR2E3 ag-1 2.9, Shn3 3UTR inh -1.5, MITF TRPM1 inh 11.2, NR2E3 ag-2 -5.2, Peg3 prom inh 12.9, PDI turbidity -2.2, CaV13 FRET inh -1.2, KKLEB tox -3.4, CF NFkB inh 7.8, Vif inh 16.7 and HIF-2a inh 14.4.
`Cc1ccc(-c2n[nH]c(=S)n2/N=C/c2ccc(C)s2)cc1` gave NR2E3 ag-1 1.9, Shn3 3UTR inh -0.5, MITF TRPM1 inh 10.9, NR2E3 ag-2 -10.2, Peg3 prom inh 10.4, PDI turbidity 2.6, CaV13 FRET inh -6.6, KKLEB tox -4.8, CF NFkB inh 4.4, Vif inh 2.8 and HIF-2a inh 0.9.
`O=C1CCCc2c1sc1nc3n(c(=O)c21)CCCCC3` gave NR2E3 ag-1 2.8, Shn3 3UTR inh -48.9, MITF TRPM1 inh -29.4, NR2E3 ag-2 -47.2, Peg3 prom inh -115.0, PDI turbidity 5.4, CaV13 FRET inh -4.4, KKLEB tox -2.4, CF NFkB inh 13.9 and HIF-2a inh -187.4.

Source: PubChem
